MEKK3 PB1 HTS: MEKK3-MEK5 PB1 interaction, increase or decrease; AID 1529; 1.4% of 290,000 active; Q99759; binding response (% of control), % at 10 µM; bead-based flow cytometry, Alexa488-MEK5 binding to MEKK3; actives lie on both sides; 0 = blocked by unlabeled MEK5, 100 = vehicle;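 active means binding response more than 3 SD above or below the average of its plate-row segment, actives on both sides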;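 further: Alexa488 bead fluorescence after subtracting the streptavidin-only scavenger bead signal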
Target sequence (Q99759 whole entry, looked up): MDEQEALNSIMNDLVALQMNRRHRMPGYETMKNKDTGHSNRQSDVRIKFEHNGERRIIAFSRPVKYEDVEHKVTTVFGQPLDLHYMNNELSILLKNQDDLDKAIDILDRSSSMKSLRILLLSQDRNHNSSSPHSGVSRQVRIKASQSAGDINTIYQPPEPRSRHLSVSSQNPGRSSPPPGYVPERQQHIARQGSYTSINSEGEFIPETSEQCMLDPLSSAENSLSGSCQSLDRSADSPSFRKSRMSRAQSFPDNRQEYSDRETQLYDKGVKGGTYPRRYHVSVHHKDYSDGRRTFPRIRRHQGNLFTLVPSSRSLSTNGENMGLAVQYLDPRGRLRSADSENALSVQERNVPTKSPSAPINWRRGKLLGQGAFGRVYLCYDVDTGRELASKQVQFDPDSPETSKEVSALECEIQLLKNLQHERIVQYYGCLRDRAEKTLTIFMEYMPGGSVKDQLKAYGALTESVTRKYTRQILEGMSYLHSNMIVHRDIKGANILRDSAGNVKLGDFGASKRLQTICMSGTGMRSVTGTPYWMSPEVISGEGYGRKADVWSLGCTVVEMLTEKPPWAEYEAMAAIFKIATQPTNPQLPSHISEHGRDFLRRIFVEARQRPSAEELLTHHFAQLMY
MEKK2 mut-MEK5: signal of MEK5 binding to mutant human MEKK2 PB1 domain. percent response, % at 10 µM. bead flow cytometry, Alexa488-MEK5 binding to MEKK2 mutant. 0.35% of 290,000 active; in the data active means percent response above about 24%, passing the limit was not always enough; further: inactives centre near 1; some results filed as inactive read as strong as hits; reference of the scale not given here
SUMO HTRF inh: SUMOylation inhibition; inhibition, % at 35 µM; HTRF SUMOylation assay, SAE1/SAE2 + UBC9, in vitro; 0.36% of 290,000 active; P63279; in the data active means inhibition above about 50%, passing the limit was not always enough; further: strong numbers were not always called active
Target sequence (P63279 whole entry, looked up): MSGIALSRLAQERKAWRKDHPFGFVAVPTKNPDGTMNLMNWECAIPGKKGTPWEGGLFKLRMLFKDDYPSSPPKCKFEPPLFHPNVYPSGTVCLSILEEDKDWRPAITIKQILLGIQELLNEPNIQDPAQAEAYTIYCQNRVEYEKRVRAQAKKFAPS
MEKK2 WT-MEK5: raises or lowers MEK5 binding to wildtype human MEKK2 PB1 domain | bead flow cytometry, Alexa488-MEK5 binding to MEKK2 WT; actives lie on both sides | binding response (% of control), % at 10 µM | 1.1% of 290,000 active | Q9Y2U5; in the data active means binding response below about 67% or above about 130%
NALP1 inh: inhibitors of NALP1 inflammasome in yeast; S. cerevisiae NALP1/ASC/caspase-1 growth, X-gal OD620, 72 h; inhibition, % at 10 µM; 0.61% of 280,000 active; AID 2071; in the data active means inhibition mostly above about 24%, no sharp cut-off; inactive means mostly below about 32%; further: some compounds called inactive have numbers as strong as hits
M18AAP inhibitor: PfM18AAP enzyme inhibition; recombinant PfM18AAP, H-Glu-NHMec fluorogenic cleavage; inhibition, % at 7.35 µM; 1.2% of 290,000 active; AID 1822;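 active means inhibition above the campaign mean inhibition over all tested compounds plus 3 SD, cut at about 28% in these data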;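 further: 0% = plate median of test compound wells and 100% = 2 mM ZnCl2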
IDE cell activ: IDE (human) activation, cell-based; P14735; HEK cells, FAbeta-B cleavage, fluorescence polarization; 0% vehicle, 100% cell-free pure enzyme wells; activation, % at 5.96 µM; 0.073% of 340,000 active; AID 493087;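 active means activation above the mean of all tested compounds plus 3 SD, set per screening campaign, cut at about 17% in these data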
IDE inh: cellular human IDE inhibition; HEK cells, FAbetaB cleavage, fluorescence polarization; AID 434962; P14735; 0.41% of 320,000 active; inhibition, % at 5.59 µM;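 active means percent inhibition above the average of all tested compounds plus 3 SD, set per screening campaign, cut at about 16% in these data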;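 further: IDE supplied by intact live HEK cells; FP after avidin binding of uncleaved biotin substrate so inhibition keeps polarization high; 0% = DMSO wells and 100% = 60 µM reference IDE inhibitor Ii1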
pCIP destab: compounds decreasing mouse p/CIP protein stability; Q05BA5; F442A p/CIP-EGFP cells, EGFP fluorescence, 16 h; decrease of EGFP signal, % at 10 µM; 0.01% of 290,000 active; AID 1984;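 active means EGFP signal decrease of at least 30% at 10 µM or well 3 SD below plate mean, unless failing retest; inactive means the rest, including hits failing retest or dose response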; further: some compounds called inactive have numbers as strong as hits; many of its hits are not listed in these tables
The depositor's hits bear a star; nt = not tested or not shown.

MEKK3 PB1 HTS	MEKK2 mut-MEK5	SUMO HTRF inh	MEKK2 WT-MEK5	NALP1 inh	M18AAP inhibitor	IDE cell activ	IDE inh	pCIP destab	compound
97	-2	-13	97	nt	-13	2	2	-10	O=C(COC(=O)COc1ccccc1[N+](=O)[O-])Nc1ccccc1Br
138*	1	28	126	3	1	9	5	10	Oc1c(Cl)cc(Cl)cc1/C=N/Nc1ncc(Br)cn1
106	11	7	112	nt	7	-3	1	-7	O=C(c1cccc([N+](=O)[O-])c1)N1CCCC(C(=O)N2CCCCC2)C1 (stereo unspecified)
100	3	0	100	11	-3	1	1	-14	CCC(CC)C(=O)Nc1nnc(S(=O)(=O)Nc2ccccc2C)s1
104	2	nt	102	nt	nt	4	13	nt	COCOc1ccc(C=O)c(O)c1
102	1	-12	102	-25	-15	0	3	-2	O=C(NC(NNc1ccc([N+](=O)[O-])cc1)(C(F)(F)F)C(F)(F)F)c1ccc(Cl)cc1
105	1	12	101	20	2	2	0	4	COc1cc(/C=C(/NC(=O)c2ccc(Cl)cc2Cl)C(=O)O)cc(OC)c1OC
103	7	-44	106	23	-14	-3	-5	-4	CC(OC(=O)c1ccc(NC(=O)CC#N)cc1)C(=O)Nc1ccc(Oc2ccccc2)cc1 (stereo unspecified)
109	9	3	104	20	-9	3	9	-7	O=C(Cc1cccs1)Nc1ccc2c(c1)C(=O)OC2
110	-2	-4	101	2	-14	nt	8	0	COc1ccc(CN(C)c2nc(-c3cccnc3)nc3ccccc23)cc1OC
114	37*	-4	182*	13	6	1	-3	4	NCCNc1ccc(C(=O)N2c3ccccc3Sc3ccccc32)cc1[N+](=O)[O-]
100	0	20	95	6	1	nt	8	-11	CN1N=C(C(C)(C)C)CC1=O
96	0	13	100	8	7	-3	2	4	N#Cc1c(-c2ccccc2)cc(-c2ccccc2)nc1SCCC(=O)O
94	-2	0	103	-22	-1	5	1	-20	COc1cc(S(=O)(=O)Nc2ccc(C)cc2)ccc1N=Cc1c(C)[nH]n(-c2ccccc2)c1=O
103	3	10	99	6	-1	4	9	0	O=c1nc(Nc2cccc(Cl)c2)oc2cc(Cl)oc(=O)c12
94	-4	1	87	31	-5	3	0	-12	N#Cc1ccc(OCCOCCNC2CCCC2)cc1
100	0	17	100	10	-2	10	1	-8	CCCCc1c(O)nc(SCCN(C)C)n(-c2ccccc2)c1=O
107	16	-41	108	18	3	6	-7	13	CC1(C)CC(=O)C(C=Nc2ccccc2Sc2ccccc2)=C(O)C1
101	1	nt	107	nt	nt	-6	0	nt	COCCNC(=O)C1Nc2ccc(C(F)(F)F)cc2C2C=CCC12 (stereo unspecified)
108	5	21	102	23	1	5	6	-2	CCn1cc(/C=N\NC(=O)c2cc(-c3ccccc3OC)nc3ccccc23)c(C)n1
94	-2	-24	97	5	1	-1	4	7	COCCn1c(SCc2ccccc2F)nc2ccccc2c1=O
104	3	1	105	-6	2	4	1	-4	COC(=O)c1ccc(CN2C(=O)NC3(CCC(C)CC3)C2=O)o1 (stereo unspecified)
nt	nt	-9	nt	-2	-5	-3	2	-7	COc1ccc(/C=N/NC(=O)CCCOc2ccc(Cl)cc2Cl)cc1[N+](=O)[O-]
108	-1	-7	110	35	-1	1	3	2	CN(CC(O)COc1c(F)cc(Br)cc1F)C1CCCCC1 (stereo unspecified)
102	3	-4	109	5	-5	0	nt	2	Cc1nc2cc(-c3ccc(Br)cc3)[nH]n2c(=O)c1Cl
89	-6	14	90	-8	-3	nt	1	-10	Clc1ccc(Nc2ncnc3c2nnn3Cc2ccccc2)cc1
100	-3	30	96	17	-2	1	2	-7	CS(=O)(=O)c1ccc2nc(NC(=O)Oc3ccccc3)sc2c1
98	1	33	96	16	-2	-5	-3	-18	COc1ccc(CCNC(=O)c2cc(-c3ccccc3)on2)cc1OC
102	-4	9	103	23	-5	-3	11	-9	CC(C)Cc1ccc(C(C)C(=N)N)cc1 (stereo unspecified)
103	5	16	104	14	-2	-5	11	-2	COc1cc2cc(C(=O)N(C)C3CCS(=O)(=O)C3)[nH]c2cc1OC (stereo unspecified)

6 entries from above, with tabs:
Structure	MEKK3 PB1 HTS	MEKK2 mut-MEK5	SUMO HTRF inh	MEKK2 WT-MEK5	NALP1 inh	M18AAP inhibitor	IDE cell activ	IDE inh	pCIP destab
N#Cc1ccc(OCCOCCNC2CCCC2)cc1	94	-4	1	87	31	-5	3	0	-12
CCCCc1c(O)nc(SCCN(C)C)n(-c2ccccc2)c1=O	100	0	17	100	10	-2	10	1	-8
CC1(C)CC(=O)C(C=Nc2ccccc2Sc2ccccc2)=C(O)C1	107	16	-41	108	18	3	6	-7	13
COCCNC(=O)C1Nc2ccc(C(F)(F)F)cc2C2C=CCC12 (stereo unspecified)	101	1	nt	107	nt	nt	-6	0	nt
CCn1cc(/C=N\NC(=O)c2cc(-c3ccccc3OC)nc3ccccc23)c(C)n1	108	5	21	102	23	1	5	6	-2
COCCn1c(SCc2ccccc2F)nc2ccccc2c1=O	94	-2	-24	97	5	1	-1	4	7

Additional records:
MEKK3 PB1 HTS	MEKK2 mut-MEK5	SUMO HTRF inh	MEKK2 WT-MEK5	NALP1 inh	M18AAP inhibitor	IDE cell activ	IDE inh	pCIP destab	compound
100	-1	-13	97	-4	4	6	1	3	Fc1ccc(Cl)cc1/C=N/n1cnnc1SCc1ccccc1
101	5	-25	104	3	2	-11	15	-13	Cc1onc(-c2ccccc2)c1C(=O)N/N=C/c1ccccc1OC(C)C
90	-13	-1	77	2	8	-1	-2	-6	Cc1nc2cc(NC(=O)N3CCCC3)ccc2n1C
89	-4	9	92	33	2	2	8	0	CCC(=O)N1N=C(c2cccc(NS(C)(=O)=O)c2)CC1c1cccs1 (stereo unspecified)
96	-1	-3	94	23	18	-3	2	12	CCCNc1ccc(S(=O)(=O)N(C(C)C)C(C)C)cn1
107	4	2	109	12	3	1	-2	-5	COc1ccc([N+](=O)[O-])c(OC)c1C(=O)Nc1ccc(F)cc1F
107	10	-12	108	30	-2	5	0	-5	COc1ccc(OC)c(S(=O)(=O)N2CCC(C(=O)NCc3ccccc3OC)CC2)c1
101	1	26	105	34	8	0	-4	-1	CCOC(=O)c1cnc(-c2cccc(OC)c2)[nH]c1=O
112	12	4	113	4	1	-3	nt	-10	Cc1noc(C)c1COc1ccc(C(=O)OCC(=O)NC(=O)C2COc3ccccc3O2)cc1 (stereo unspecified)
96	3	10	97	12	3	2	0	-7	Cc1ccsc1C(=O)N1CCCC(CO)(Cc2ccccc2F)C1 (stereo unspecified)
102	2	-26	101	4	2	-1	0	-17	CCOc1cc(-c2conc2N)cc(OCC)c1OCC
101	0	16	101	14	5	2	3	2	O=C(Nc1ccc(OCc2ccccc2)cc1)c1cccnc1
104	8	41	109	0	-1	-1	2	-1	O=C(NCc1cccnc1)Nc1ccc(Cl)c(Cl)c1
102	-3	-20	106	37	-2	5	-4	4	O=S(=O)(Nc1ccc(-c2csc(-c3ccccc3)n2)cc1)c1ccc(F)cc1
108	4	23	107	10	-12	nt	13	-9	CC1CCC2(CC1)NC(=S)N(C(C)(C)C)N2 (stereo unspecified)
100	-2	-8	96	36	0	4	5	-21	COc1ccc(C(=O)N2N=C(c3cccc(OC)c3)CC2(O)C(F)(F)F)cc1 (stereo unspecified)
112	6	28	93	31	-13	-3	0	-7	Cc1ccc(-c2ccc(C(=O)NCc3ccccc3)o2)c2ccccc12
136*	0	-17	103	36	-8	3	0	-27	CCCCC(CC)Cn1c(O)c(/C=C2\C=NN=C2c2ccccc2)sc1=S (stereo unspecified)
98	3	16	106	18	-1	0	5	-3	Cc1ccc(S(=O)(=O)N2CCN(Cc3cccnc3)CC2)cc1
98	-5	10	96	34	-6	-7	4	1	CNC(=O)/C=C1\NC(C)(C)Cc2ccccc21
102	1	-15	105	nt	-4	-1	0	-4	Cc1ccc(CNC(=O)C2CCCN(S(=O)(=O)c3c(C)noc3/C=C/N(C)C)C2)cc1 (stereo unspecified)
102	-4	-13	101	-9	0	-2	-2	1	CC(=O)N1CCN(Cc2nc3cc(NC(=O)c4cccs4)ccc3n2C)CC1
98	-4	13	96	-6	0	3	-1	-2	CSc1nc(NCCCO)c2c3c(sc2n1)CN(C)CC3
103	9	2	108	6	-6	3	-4	2	C[C@H](NC(=O)Cc1cccc2ccccc12)C(=O)N1CCCN(C)CC1
97	4	14	122	15	-2	2	1	-8	CN(C)S(=O)(=O)c1ccc2c(c1)c(=O)c(C(=O)NCCCN1CCCCCC1)cn2C
103	-1	30	103	12	-9	0	2	-10	CCOC(=O)c1cc(C)nn1-c1nc(Cl)cc(OC)n1
97	-2	14	92	-8	-1	10	-2	1	CCOCCCNC(=O)C(NC(=O)Cc1cccs1)c1ccc(OC)cc1 (stereo unspecified)
108	4	5	110	-24	-10	6	1	2	Cc1cc(C)nc(SCC(=O)c2ccc(F)c(C)c2)n1
105	3	5	103	3	-11	0	-4	2	COc1ccc(OC)c(C(=O)c2coc3ccc(O)c(CN4CCOCC4)c23)c1
99	-1	-17	98	4	-1	6	4	5	COc1cccc(S(=O)(=O)Nc2ccc3sc(C)nc3c2)c1
100	1	26	103	27	-8	4	-5	1	CCCCN(C)CCCNC(=O)c1cn(CC)c2ccc(S(=O)(=O)N3CCOCC3)cc2c1=O
107	3	13	108	nt	0	4	-9	-19	CCOC(=O)NC(=O)/C(C#N)=N\Nc1cccc(Cl)c1
101	-2	11	94	-1	-3	6	5	-10	CCCC(=O)Nc1cc(=O)[nH]c2ncnn12
92	-11	19	91	25	-3	0	0	-14	CCOc1ccc(-c2c(C(=O)N/N=C/c3ccc(C)o3)nnn2-c2nonc2N)cc1
102	-4	22	95	4	5	6	4	-1	Cc1ccc(Nc2nc(C(=O)N3CCC(C(=O)N4CCN(C)CC4)CC3)cs2)cc1
103	2	-5	103	10	-2	0	2	6	O=C(O)C1CCCCN1S(=O)(=O)c1ccccc1 (stereo unspecified)
100	-1	-74	99	-5	1	1	6	1	Cc1ccc(-n2nnnc2SCC(=O)c2ccc3c(c2)NC(=O)CO3)c(C)c1
100	-2	8	98	nt	5	-17	9	3	Cc1ccc(NC(=O)c2ccc(CNc3c(N4CCC(C)CC4)c(=O)c3=O)cc2)cc1
94	-6	9	93	37*	2	-3	7	2	Cc1ccc(C2CN=NC23CCc2ccccc2C3=O)cc1 (stereo unspecified)
99	-5	-11	103	-1	-2	8	-1	-4	COc1cc(C(=O)NCCc2ccc3c(c2)OCCO3)ccc1OCC(=O)N1CCOCC1
95	-1	18	100	16	-9	3	-2	-16	COc1ccc(NC(=O)CSc2nnc(CNc3ccc(F)cc3)o2)c(OC)c1
98	-4	-11	101	-13	-3	1	8	5	Cc1ccc(C(=O)Nc2ccc(CN3CCS(=O)(=O)CC3)cc2)cc1C
99	-2	-8	93	-34	7	1	4	0	CC1=C(C)C(c2ccccc2)NC(=S)N1 (stereo unspecified)
106	5	14	90	nt	nt	6	2	-6	CC(C)n1cnc2c(NCc3ccc(S(N)(=O)=O)cc3)nc(NCc3ccc(S(N)(=O)=O)cc3)nc21
108	12	-3	109	15	-3	-2	-4	5	O=C(NCc1ccc2c(c1)OCO2)c1cc(-c2ccc(Cl)cc2Cl)on1
113	6	-7	111	-18	11	6	-2	-6	CCC(CO)NCCNC(CC)CO (stereo unspecified)
101	5	27	101	8	5	7	-1	-7	N#Cc1c(N)nc(-c2ccccc2)nc1-c1ccccc1
98	-4	-19	102	12	0	4	2	8	CC(C)Oc1ccc(CNC(=O)c2cc(S(=O)(=O)N3CCOCC3)cn2C)cc1
99	-1	-3	104	10	1	4	-3	4	O=C(O)c1c2c(nc3ccc(Cl)cc13)CCC2
98	-4	19	91	15	-8	1	-4	3	COc1cc(/C=C2/SC(=O)NC2=O)ccc1OC(=O)c1ccco1

High-throughput results: PubChem, several laboratories

A portion of the library; rates above refer to the full screens.
